Screening data (PubChem)
All columns: NCI-60 one-dose screen, growth in % after 48 h at 10 µM unless noted; 100 = growth as untreated, 0 = no growth, -100 = all killed.
RPMI-8226 = RPMI-8226 leukemia cells; 7.5% of 77,000 active; AID 1794781
MCF7 = MCF7 breast cancer; AID 1794796; 6.3% of 82,000 active
MDA-MB-435 = MDA-MB-435 melanoma | 7.8% of 82,000 active
MDA-MB-231 = MDA-MB-231 breast cancer. 5% of 81,000 active
K-562 = K-562 leukemia; AID 1794777; 7.4% of 78,000 active
SR = SR leukemia cells | 8.7% of 73,000 active | AID 1794780
MDA-MB-468 = MDA-MB-468 breast cancer. 8.5% of 78,000 active
MOLT-4 = MOLT-4 leukemia cells. 6.9% of 80,000 active
The depositor's hits bear a star; x = not tested or not shown. The calls were made as follows: active = growth percent below 10; inactive = the rest.

Screens in order: K-562, SR, MDA-MB-231, MCF7, MDA-MB-468, MDA-MB-435, RPMI-8226, MOLT-4
CC(=O)OCC(=O)C1(O)CCC2C3CCC4=CC(=O)CCC4(C)C34OC4CC21C (stereo not given)
  92, 99, 102, 94, 94, 102, 104, 102
Cc1nc2ccccc2nc1CSc1nc2ccccc2c(=O)[nH]1
  74, x, 86, 81, 83, 94, 74, 81
COC(=O)c1c(C(=O)OC)c2ccc3c4ncccc4ccc3n2c1C(=O)c1ccc(C)cc1
  86, 76, 84, 86, 79, 102, 84, 73
CCCCN1C(=O)CCC1=O
  105, 109, 94, 107, 109, 108, 102, 100
O=c1[nH]c(Cc2nc(-c3ccc(Cl)cc3)cs2)nc2c(-c3nc4ccccc4s3)c(S)sc12
  107, 98, 87, 85, 93, 107, 93, 98
O=C(Nc1cccc(Cl)c1)Nc1nc2ccc([N+](=O)[O-])cc2o1
  12, 51, 26, 12, -4.5*, 19, x, 9.1*
O=C1CCCC2CCCCN12 (stereo not given)
  116, 136, 117, 97, 111, 121, 106, 132
O=C1C(c2ccccc2)=C2C(=C1c1ccccc1)c1cccc3cccc2c13
  86, 71, 114, 84, 102, 93, 106, 81
CC[C@]12C=CCN3CC[C@@]4(c5ccc(OC)cc5N(C)[C@H]4[C@@](O)(C(=O)OC)[C@@H]1OC(=O)CCN1CCc4ccccc4C1)[C@@H]32
  75, 82, 85, 83, 70, 96, 78, 81
C[C@]12CCC3c4ccc(O)cc4C[C@@H](CCCCCCCCCS(=O)CCCC(F)(F)C(F)(F)F)C3C1CC[C@@H]2O (stereo not given in full)
  x, 45, 80, 16, 88, 89, 63, 40
COC(=O)c1c[n+]([O-])ccc1OC
  71, x, 99, 101, 106, 102, 111, -47*
CCN1CCN(Cc2ccc(Cc3ncc(F)c(-c4cc(F)c5nc(C)n(C(C)C)c5c4)n3)nc2)CC1
  -29*, -12*, 53, 25, 81, 46, 45, 13
CCCC(NC(=O)C(C)N)C(=O)O (stereo not given)
  106, 102, 109, 107, 101, 102, 101, 103
Cc1cc(N2CCN(CCNc3ccnc4cc(Cl)ccc34)CC2)nc(N2CCOCC2)n1
  15, 3.6*, 34, 53, 24, 80, 35, 48
CC/C(=C\c1cccc([N+](=O)[O-])c1)c1ccncc1
  94, 72, 95, 93, 84, 107, 74, x
COc1ccc(/C=C/C(=O)c2ccc(NC(=O)CSc3nc4[nH]c(=O)n(C)c(=O)c4[nH]3)cc2)cc1
  x, 129, 114, 97, 81, 98, 124, 125
C#CCOC(=O)CNC(=O)[C@]12CC[C@@H](C)[C@H](C)[C@H]1C1=CC[C@@H]3[C@@]4(C)CCC(=O)C(C)(C)[C@@H]4CC[C@@]3(C)[C@]1(C)CC2
  91, 64, 95, 93, 124, 113, 105, 70
CCN(CC)c1ccc(/C=C/c2ccnc3ccccc23)cc1
  42, 44, 84, 51, 63, 71, 38, 72
CCC(C)C1NC(=O)C(CCNCS(=O)(=O)O)NC(=O)C(NC(=O)C(CCNCS(=O)(=O)O)NC(=O)C(NC(=O)C(CCNCS(=O)(=O)O)NC(=O)CCCCC(C)C)C(C)O)CCNC(=O)C(C(C)O)NC(=O)C(CCNCS(=O)(=O)O)NC(=O)C(CCNCS(=O)(=O)O)NC(=O)C(C(C)CC)NC1=O (stereo not given)
  20, 16, 52, 19, 16, -56*, 23, 66
Cc1ccc(/C(=C\CN2CCCC2)c2ccccn2)cc1
  100, 112, 99, 120, 108, 106, 101, 103
O=C(Nc1cccc(-n2cc(-c3ccncc3)c(-c3ccc(Cl)c(O)c3)n2)c1)c1ccc(Cl)c(C(F)(F)F)c1
  105, x, 73, 94, 98, 98, 98, 80
COc1cc(OC)cc(C(=O)Nc2cccc(-c3cn(-c4ccc(S(N)(=O)=O)cc4)nn3)c2)c1
  x, x, 68, 77, 95, 97, 114, x
O=C1NC(=O)C(C2=NNC(c3cc4ccccc4[nH]3)C2)C(=O)N1 (stereo not given)
  83, 67, 67, 76, 81, 112, 79, 60
CN1Cc2c(c3ccccc3[nH]c2=O)C1=O
  87, 88, 97, 103, 97, 106, 109, 92
Cc1ccc2nc(NC(=O)CSC(=S)N3CCN(Cc4ccccc4)CC3)sc2c1
  12, 11, -7.5*, -71*, -76*, -39*, 8.2*, 6.7*
COc1ccc(-c2nc3cc(Cl)c(Cl)cc3n2CC(=O)N=Nc2c(O)[nH]c3ccc(OC)cc23)cc1
  49, 61, 52, 68, 42, 56, 55, 79
C=CCn1c(SCC(=O)Nc2ccccc2)nnc1-c1ccc(Cl)cc1
  99, 96, 90, 91, 102, 101, 111, 90
O=C(O)c1cn(CC2CC2)c2cc(N3CCN(c4nccc(-c5nccs5)n4)CC3)c(F)cc2c1=O
  90, 75, x, 95, 97, 100, 97, 89
CCOc1ccc2nc(/N=C(\N)C(Cl)(Cl)Cl)sc2c1
  77, 94, 98, 84, 96, 98, 87, 85
CCOC(=O)CSC1=Nc2c(c(-c3ccccc3)c(-c3ccccc3)n2C2CCCCC2)C2=NCCN12
  87, 91, 88, 115, 107, 102, 100, 101

Part of the list above, showing only K-562 and MOLT-4.
Structure | K-562 | MOLT-4
O=C1C(c2ccccc2)=C2C(=C1c1ccccc1)c1cccc3cccc2c13 | 86 | 81
CC[C@]12C=CCN3CC[C@@]4(c5ccc(OC)cc5N(C)[C@H]4[C@@](O)(C(=O)OC)[C@@H]1OC(=O)CCN1CCc4ccccc4C1)[C@@H]32 | 75 | 81
C[C@]12CCC3c4ccc(O)cc4C[C@@H](CCCCCCCCCS(=O)CCCC(F)(F)C(F)(F)F)C3C1CC[C@@H]2O (stereo not given in full) | x | 40
COC(=O)c1c[n+]([O-])ccc1OC | 71 | -47*

Continuation.
Screens in order: K-562, SR, MDA-MB-231, MCF7, MDA-MB-468, MDA-MB-435, RPMI-8226, MOLT-4
CC(=O)n1cc(/C=C2\N=C(c3ccccc3)N(c3ccc(S(=O)(=O)Nc4ccccn4)cc3)C2=O)c2ccccc21
  72, 75, 88, 85, 109, 89, 42, 65
C/C(=N\Nc1ccc(S(N)(=O)=O)cc1)c1cc2ccccc2o1
  105, 96, 99, 93, 102, 103, 146, 95
Cc1ccc(-n2c(=S)[nH]c3sc4c(c3c2=O)CCC(=O)C4)cc1
  17, 29, 55, 15, 51, -33*, 23, 49
O=C(NC(=S)Nc1cccc(Cn2c(=O)[nH]c3ccc(Oc4ncccn4)cc3c2=O)c1)c1ccccc1
  41, 50, 61, 54, 32, 60, 45, 28
O=C(O)c1ccc(Nc2ccnc(SCC(=O)c3ccc(Br)cc3)n2)cc1
  100, 94, 92, 91, 100, 102, 89, 98
CCn1cnc2c(SC)nc(N)nc21
  93, 106, 111, 97, 112, 119, 145, 102
CCOc1cccc(Cc2c[nH]c(=O)[nH]c2=O)c1
  99, 94, 128, 101, x, 106, 108, 93
Br/C(=C(\Br)c1ccccc1)c1ccccc1
  89, 96, 116, 103, 107, 107, 96, 95
O=c1/c(=C/C2=Cc3ccccc3OC2)sc2nc3ccccc3n12
  108, 106, 95, 91, 97, 98, 113, 108
NS(=O)(=O)c1ccc(CCn2c(SCC(=O)N/N=C/c3ccccc3O)nc3ccccc3c2=O)cc1
  9.2*, 20, 63, 22, 59, 4.0*, 32, 21
O=C(NNc1nc2cc(F)ccc2n2c(CN3CCOCC3)ccc12)c1ccccc1
  5.3*, 3.5*, 17, -6.3*, -28*, 27, 11, 2.3*
CCNC(=O)Oc1ccc(/C(=C(\C)c2ccc(Cl)cc2)c2ccc(OCCN3CCCCC3)cc2)cc1
  x, -21*, 52, 22, 57, 43, -4.1*, 11
CCOC(=O)c1c(C)[nH]c(C(=O)COC(=O)C(C)N2C(=O)C3CCCCC3C2=O)c1C (stereo not given)
  86, 97, 107, 98, x, 94, 79, 92
O=C1/C(=C/c2ccccc2F)CNC/C1=C\c1ccccc1F
  5.7*, -2.7*, -2.1*, -47*, -60*, -57*, -28*, -33*
CCCSc1nc(Nc2ccc(S(N)(=O)=O)cc2)c(C#N)c(-c2cc(OC)c(OC)c(OC)c2)n1
  2.9*, 6.7*, 44, x, 30, 23, 3.5*, -36*
COc1cccc(-c2nonc2NC(=O)c2ccccc2F)c1
  103, 99, 101, 81, 87, 97, 97, 101
CCCCN(CCCC)CCCN
  99, 94, 91, 95, 102, 105, 101, 100
N#Cc1c(-c2ccco2)nc(N2N=C(c3ccccc3)CC2c2ccccc2)[nH]c1=O (stereo not given)
  94, 94, 97, 40, 88, 104, 101, 88
Cc1ccc(NC(=O)C(=O)Cc2nc3ccccc3o2)c(C)c1
  94, 95, 114, 102, 104, 99, 106, 103
Cc1nc2ccc(Cl)cc2n1C
  92, 97, 118, 102, x, 109, 97, 98
CC(C)c1c(C(=O)Nc2ccccc2)c(-c2ccccc2)c(-c2ccc(F)cc2)n1CC[C@@H]1CC=CC(=O)O1
  x, x, -26*, -23*, -48*, 2.5*, -26*, -33*
CC(C)C(O)C=O (stereo not given)
  95, 91, 102, 99, 91, 102, 110, 99
COc1ccc(CN2CC(C#N)C(O)C2=O)cc1OC (stereo not given)
  88, 95, 104, 101, 103, 108, 117, 93
Cc1oc(-c2ccc(Cl)cc2)nc1C1=NN(C(=O)c2ccncc2)C(c2ccc(F)cc2)C1 (stereo not given)
  98, 101, 92, 95, 89, 99, 95, 91
CCOC(=O)c1nc2cc(C#N)ccn2c1C(C)=O
  97, 87, 109, 94, 102, 105, 99, 94
CCc1ccc(SC2c3cc(OC)ccc3Oc3nc(N)c(C#N)c(N)c32)cc1 (stereo not given)
  0.6*, -62*, -41*, -45*, -79*, -22*, -16*, -50*
O=C1C2CC(O)Cc3cc(F)ccc3N2C(=O)CN1CCO (stereo not given)
  103, 94, 104, 99, 98, 105, 105, 93
NC(=O)c1nn(-c2ccccc2)nc1N1CCCC1
  99, x, 103, 90, 101, 105, 99, 102
CCOC(=O)C1=C(N)Oc2c(sc3c(CC)cccc23)C1c1ccc(OC)cc1 (stereo not given)
  87, 92, 91, 87, 102, x, x, 95
CCCCC1=C(Br)C(=O)c2ncccc2C1=O
  30, 31, 78, 89, 84, 105, 42, 5.8*

The last four entries of the part before open the next one:
Screens in order: K-562, SR, MDA-MB-231, MCF7, MDA-MB-468, MDA-MB-435, RPMI-8226, MOLT-4
O=C1C2CC(O)Cc3cc(F)ccc3N2C(=O)CN1CCO (stereo not given)
  103, 94, 104, 99, 98, 105, 105, 93
NC(=O)c1nn(-c2ccccc2)nc1N1CCCC1
  99, x, 103, 90, 101, 105, 99, 102
CCOC(=O)C1=C(N)Oc2c(sc3c(CC)cccc23)C1c1ccc(OC)cc1 (stereo not given)
  87, 92, 91, 87, 102, x, x, 95
CCCCC1=C(Br)C(=O)c2ncccc2C1=O
  30, 31, 78, 89, 84, 105, 42, 5.8*
COc1cc2ccn(CC(=O)N[C@@H](CC(C)C)B(O)O)c(=O)c2cc1OC
  102, 95, 109, 98, 94, 95, 98, 98
CNc1nc(-c2ncccc2C)nc2sccc12
  85, 86, 110, 93, 94, 95, 97, 83
CCOC(=O)C1=C(C(=O)c2ccc(OC)cc2)C(c2cccc([N+](=O)[O-])c2)C(C(=O)c2ccc(OC)cc2)=C(C(=O)OCC)N1
  44, x, x, 43, 101, 92, 83, 82
Clc1ccc(N2N=C(c3cccc(Nc4ccncc4)c3)CC2c2ccccc2)cc1 (stereo not given)
  46, 52, 93, 76, 74, 68, 93, 89
Cc1cccc(NNC(=S)Nc2ccccc2)c1
  92, 92, 79, 90, 123, 120, 96, 100
O=C(N/N=C/c1cccc2ccccc12)N/N=C/c1cccc2ccccc12
  100, 93, 109, 97, 110, 94, 99, 102
CN(C)CC(O)c1cc2ccccc2c2ccccc12 (stereo not given)
  73, 70, 58, 98, 84, 94, 105, 88
Cc1cc(N)nc(N)n1
  129, 133, 116, 119, 97, 111, 112, 113
COc1ccc(CNC(=O)C2CSC3c4ccccc4C(=O)N23)cc1OC (stereo not given)
  84, 74, 103, 99, 102, 107, 99, 99
O=C1NC(=S)N/C1=C/c1ccc2c(c1)CCC2
  87, 92, 105, 98, x, 94, 84, 82
COc1ccc2c(c1)sc1nc(-c3ccc(N(C)C)cc3)cn12
  80, x, 122, 84, x, 104, 33, 77
CC(=O)OCC(COC(C)=O)C(C)=O
  97, 91, 110, x, 106, 113, 101, 95
Nc1c(C(=O)Nc2cccc(Cl)c2Cl)sc2nc3c(cc12)C(=O)CCC3
  42, 96, 72, 87, 72, 21, 102, 106
N#Cc1c(-c2ccco2)nc(=S)[nH]c1Cl
  95, 79, 88, 99, x, 113, 92, 102
COc1cc(C(=O)NNS(=O)(=O)c2ccccc2)cc(OC)c1OC
  105, 157, 123, 104, 123, 121, 112, 132
OCCNC(c1ccc(Cl)cc1)C(O)c1ccc(Cl)cc1 (stereo not given)
  93, 86, 81, 91, 79, 100, 94, 101
CC(C)=CC(=O)N(C(C)C)C(C)C
  104, 103, 98, 95, 123, 111, 102, 101
CN(C)c1ccc(C(=O)CCCCCCC(=O)c2ccc(N(C)C)cc2)cc1
  78, 93, 97, 102, 102, 103, 88, 83
Cc1ccc2c(c1)/C(=N/c1nnc(Sc3ccccc3)s1)C(=O)N2
  35, 84, 104, 84, 97, 78, 97, 85
c1ccc2oc(Sc3ncnn3-c3nc4ccccc4o3)nc2c1
  90, 95, 85, 98, 91, 99, 105, 92
COc1cc(-c2nc(-c3nnc(-c4ccccc4F)o3)c3ccccn23)cc(OC)c1OC
  97, 83, 81, 84, x, 103, 76, 74
CC(=O)C1C2(O)OC(=O)CC2=C2C(=O)OC(=O)C2C1(C)O (stereo not given)
  104, 101, 101, 101, 101, 109, 97, 114
NCc1nnnn1-c1cccc(Br)c1
  x, 87, 111, 93, 105, 106, 106, 88
C=C1C(=O)O[C@H]2[C@H]1CC/C(C=Nc1ccncc1N)=C\CC[C@@]1(C)O[C@@H]21
  87, 80, 83, 85, 87, 104, 108, 87
NNC(=O)C(c1ccccc1)c1ccccc1
  99, 112, 81, 99, 102, 111, 99, 95
C[C@@H]1C=C[C@@H]2C[C@H](CO)CC[C@H]2[C@@H]1C(=O)O
  93, 99, 103, 100, 92, 102, 99, 93
CCCC(CCC)(C[N+](=O)[O-])C[N+](=O)[O-]
  113, 98, 106, 102, 105, 98, 101, 110
Cc1[nH]c(/C=C/C(=O)c2ccccc2)c(C)c1C(=O)NCC(F)(F)F
  91, 84, 108, 86, 91, 99, 100, 95
